# BCLXL inh: inhibitors of human Bcl-xL, primary screen, biochemical, fluorescence polarization, HTS; GST-Bcl-xL / FITC-Bim BH3 peptide fluorescence polarization; AID 2129, 2009; 320,000 tested, 0.7% active; Bcl-2-like protein 1 (Homo sapiens), Q07817; inhibition, % at 10.9 µM;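 active = inhibition above the mean of all tested compounds plus 3 SD, cutoff set per campaign, cut at about 30% in these data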;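 note: 0% = DMSO wells and 100% = unlabeled Bim-BH3 peptide competitor; inhibitors lower millipolarization by displacing the labeled peptide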
# Target sequence (Q07817 whole entry, looked up): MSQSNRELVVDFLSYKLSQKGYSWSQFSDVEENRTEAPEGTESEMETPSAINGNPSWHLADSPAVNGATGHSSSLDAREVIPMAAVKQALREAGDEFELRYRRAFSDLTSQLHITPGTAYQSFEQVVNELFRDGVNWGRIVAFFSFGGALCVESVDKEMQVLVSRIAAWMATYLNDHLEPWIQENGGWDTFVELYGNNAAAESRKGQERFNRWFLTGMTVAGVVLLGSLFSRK
# MEX-5 binding: MEX-5 zinc finger RNA-binding disruptors – biochemical, C. elegans, fluorescence polarization, MLPCN library, primary screen; 300,000 tested, 0.38% active; MEX-5/FITC-TCR2 RNA binding; active compounds read low; AID 1832, 2009; activity score (negative = inhibition of binding), % at 10 µM;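 active = inhibition past about -25% in most replicates, and total fluorescence under double the plate's negative control median, limit read from the data; inconclusive = replicates evenly split on the limit, or fluorescence at least double controls; inactive = too little inhibition in most replicates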;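 note: 0% = DMSO and -100% = 5 µM competing unlabeled TCR2 RNA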
# VLA-4 inh: inhibition in human VLA-4 binding assay, primary screen, VLA-4 allosteric modulator project, MLPCN library, flow cytometry, VLA-4 expressing cells | ligand binding flow cytometry | 330,000 tested, 0.2% active | inhibition, % (about 7 µM as worked out from the volumes in the protocol); in the data active = inhibition above about 50%
# GLD-1 TGE inh: GLD-1/TGE RNA complex disruptors, primary screen, biochemical, fluorescence polarization | Female germline-specific tumor suppressor gld-1 (Caenorhabditis elegans), Q17339 | purified GLD-1 + fluorescein TGE RNA | inhibition, % at 5.96 µM | 320,000 tested, 0.44% active | AID 2280, 2010;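 active = percent inhibition above a per-plate cutoff, the plate mean of test compounds plus 3 SD, cut at about 30% in these data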;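 note: 0% = DMSO wells with GLD-1 and probe and 100% = wells lacking GLD-1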
# Target sequence (Q17339 whole entry, looked up): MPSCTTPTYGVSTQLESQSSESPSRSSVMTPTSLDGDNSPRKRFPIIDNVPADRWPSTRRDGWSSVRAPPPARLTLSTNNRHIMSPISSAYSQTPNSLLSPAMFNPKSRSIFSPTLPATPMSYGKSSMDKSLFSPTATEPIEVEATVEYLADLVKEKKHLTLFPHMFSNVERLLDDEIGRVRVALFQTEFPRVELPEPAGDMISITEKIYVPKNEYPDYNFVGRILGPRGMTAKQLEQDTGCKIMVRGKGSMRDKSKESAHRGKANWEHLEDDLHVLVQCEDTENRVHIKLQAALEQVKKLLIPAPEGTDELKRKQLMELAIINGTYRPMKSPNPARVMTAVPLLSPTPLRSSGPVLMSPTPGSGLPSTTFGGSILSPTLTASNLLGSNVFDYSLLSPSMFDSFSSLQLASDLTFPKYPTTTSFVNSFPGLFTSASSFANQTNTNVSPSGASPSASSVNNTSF
# AGP1 TOR yeast: modulators of AGP1-GFP expression in yeast TOR pathway, primary screen, cell-based, multiplex flow cytometry, S. cerevisiae, MLPCN library; 3 h; GFP as percent of DMSO wells; 320,000 tested, 0.02% active; GFP response vs DMSO, % at 10 µM;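 active = GFP response relative to DMSO above a set limit, near screen average plus 3 SD, cut at about 150% in these data; inconclusive = fewer than 70 cells counted for the yeast strain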;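 note: median GFP channel fluorescence of the gated AGP1 strain per well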
# GRK2 aptamer HTS: compounds blocking aptamer binding on GRK2 – biochemical, human GRK2, bead flow cytometry, HTS, primary screen; Beta-adrenergic receptor kinase 1 (Homo sapiens), P25098; FAM-aptamer displacement from GRK2; inhibition of aptamer binding, % at 10 µM; 330,000 tested, 0.59% active;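 active = inhibition of aptamer binding above 40%, roughly 3 SD of noise, on plates passing a quality check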;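 note: median bead fluorescence of bound FAM aptamer so fluorescent compounds give negative values; no value below 0 was filed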
# CIT2 TOR yeast: modulators of CIT2-GFP expression in yeast, primary screen, S. cerevisiae, GFP fusion, multiplex flow cytometry, MLPCN library; S. cerevisiae CIT2-GFP strain, 3 h; 100 means same as DMSO wells; 320,000 tested, 0.065% active; GFP response vs DMSO, % at 10 µM;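 active = GFP response relative to DMSO above a set limit, near the screen mean plus 3 SD, cut at about 150% in these data; inconclusive = Fewer than 70 cells measured for a yeast strain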;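 note: ratio of well median GFP fluorescence to mean of DMSO wells on the plate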
# CR mimetic SO: reduction of superoxide in aged yeast, primary screen, HTS. AID 2690, 2010. S. cerevisiae aged cells, superoxide DHE fluorescence; active compounds read low. 330,000 tested, 0.18% active. superoxide response (% of plate mean), % at 10 µM;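 active = superoxide response under a set limit, about three screen SD below normal, cut at about 65% in these data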;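 note: yeast aged for seven days with compound at 30 °C before DHE staining; 100% = average MFI of all compound-treated wells on the plate with controls excluded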
# MCL1 BIM primary: inhibitors of MCL1 binding to BIM-BH3, primary screen, biochemical, fluorescence polarization; Induced myeloid leukemia cell differentiation protein Mcl-1 (Homo sapiens), Q07820; GST-MCL1 / FITC-Bim-BH3 fluorescence polarization; inhibition, % at 10.9 µM; 320,000 tested, 0.68% active; AID 2057, 2009;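 active = inhibition above the mean inhibition of all tested compounds plus 3 SD, set per campaign, cut at about 40% in these data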;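 note: 0% = DMSO wells and 100% = unlabeled Bim-BH3 peptide control; higher means more loss of mP so more displacement of Bim peptide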
# Target sequence (Q07820 whole entry, looked up): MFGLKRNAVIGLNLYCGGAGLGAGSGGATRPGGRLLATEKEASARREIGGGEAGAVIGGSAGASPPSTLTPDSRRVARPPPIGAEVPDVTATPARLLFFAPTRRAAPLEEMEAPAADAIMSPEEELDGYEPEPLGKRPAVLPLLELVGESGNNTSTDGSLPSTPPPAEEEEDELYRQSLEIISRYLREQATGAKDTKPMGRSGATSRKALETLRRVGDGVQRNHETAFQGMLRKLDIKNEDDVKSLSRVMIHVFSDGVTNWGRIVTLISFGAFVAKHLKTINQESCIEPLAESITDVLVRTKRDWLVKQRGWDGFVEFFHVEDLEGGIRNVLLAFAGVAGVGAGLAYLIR
# Starred values were filed as active, the others as inactive; i = inactive; ? = inconclusive; · = no result given; [ ] = remark or other dose. Compounds as they come; any-hit rate near 2.1%.
SMILES,BCLXL inh,MEX-5 binding,VLA-4 inh,GLD-1 TGE inh,AGP1 TOR yeast,GRK2 aptamer HTS,CIT2 TOR yeast,CR mimetic SO,MCL1 BIM primary
COc1cc(/C=N/NC(=O)c2nnn(-c3nonc3N)c2C(C)C)ccc1OCc1ccc(F)cc1,0.8,0.3,3.6,-4.9,100.0,0.0,103.8,84.3,-0.9
FC(F)(F)c1cc(C(F)(F)F)c2ccc(N3CCN(c4ncccn4)CC3)nc2n1,-0.5,-5.6,0.6,3.7,78.1,0.0,101.0,86.7,2.0
C[C@@H]1O[C@@H](OC[C@H]2O[C@@H](Oc3cc(O)c4c(=O)cc(-c5ccc(O)c(O)c5)oc4c3)[C@H](O)[C@@H](O)[C@@H]2O)[C@H](O)[C@H](O)[C@H]1O,·,·,1.7,0.9,107.3,0.0,104.8,100.6,·
COc1ccc(NC(=O)c2cccnc2)c(OC)c1,6.0,-1.3,-0.6,7.6,96.8,0.0,102.2,87.4,7.7
Cc1ccccc1NC(=O)c1ocnc1C,1.7,0.8,-8.4,3.8,95.9,5.0,103.2,101.5,-6.1
O=C(Nc1cccc(Br)c1)/C(=C\c1cccnc1)NC(=O)c1ccco1,4.1,-2.2,-12.2,2.7,94.8,6.0,94.5,108.0,1.3
CN(CC1CCCO1)S(=O)(=O)c1ccc(C(=O)Nc2nc(-c3ccccn3)cs2)cc1 (centres undefined),6.7,·,-0.1,-1.7,94.6,4.0,94.1,98.6,8.3
Cc1cc(C)nc(NC(=O)CCCC(=O)O)c1,-0.9,0.6,-12.7,6.0,103.9,1.0,103.7,92.7,-2.2
O=C(NCCCn1ccnc1)c1cc(-c2cccc(O)c2)on1,-0.2,10.4,-6.6,5.4,103.6,1.0,103.9,101.6,-5.6
O=C(O)CCc1ccccc1OC(=O)c1ccccc1,1.5,2.8,6.7,-1.5,·,1.0,·,112.4,0.4
Cc1cc(C)c(C)c(S(=O)(=O)NC(C)C(=O)O)c1C (centres undefined),-0.9,2.0,-0.4,-4.1,100.5,2.0,96.6,110.3,-2.2
O=C(O)C1CCCN1C(=O)c1cncc(Br)c1 (centres undefined),4.2,-1.2,-10.6,-10.0,93.1,0.0,88.3,100.6,4.0
Cc1cc2ncc(-c3ncc(C(F)(F)F)cc3Cl)cn2n1,-0.9,·,-1.6,4.2,99.2,0.0,94.3,106.8,-3.3
CCc1ccc(C(=O)C(C)OC(=O)C2COc3ccccc3O2)cc1 (centres undefined),1.4,1.4,34.6,1.3,98.5,2.0,100.2,105.8,-6.1
CC(C)CCSc1nc(N2CCOCC2)c2c(c1C#N)CC(C)(C)OC2,2.4,-3.7,-4.2,7.2,94.6,0.0,95.1,98.7,11.5
C=CCn1c(SCc2ccc(Br)cc2F)nc2cc(C(=O)O)ccc2c1=O,1.4,-0.1,-2.4,6.2,94.7,0.0,97.3,96.5,1.4
COc1ccc(S(=O)(=O)Nc2ccc3cn[nH]c3c2)cc1C,7.2,-1.5,-4.2,-6.5,100.8,3.0,101.8,102.2,1.8
COc1ccc2[nH]c(-c3ccccc3)cc2c1,4.0,-0.5,14.0,1.5,89.4,0.0,88.4,102.1,3.7
CC(C)(C)OC(=O)N1CCN(C(=O)c2[nH]cnc2C(=O)Nc2nccs2)CC1,6.5,·,3.9,-3.0,95.7,0.0,87.2,116.0,7.6
O=[N+]([O-])c1cccc(/C=N/NC2CCS(=O)(=O)C2)c1 (centres undefined),5.6,-1.5,2.0,-1.7,106.2,1.0,108.4,116.6,-1.7
CCOC(=O)c1oc2cc(OC(C)=O)ccc2c(=O)c1-c1ccc(OC)c(OC)c1,5.7,·,16.3,4.4,100.1,2.0,97.3,92.4,2.3
Cc1ccc(C#CC(C)(O)C(C)(C)C)cn1 (centres undefined),1.9,2.3,-0.9,-2.1,99.8,0.0,102.9,133.8,-10.3
C=CCn1c(-c2ccc(Cl)cc2)ccc(C#N)c1=O,1.9,0.1,-7.3,8.8,98.6,0.0,94.0,108.1,4.8
CN(CC(=O)Nc1ccc(F)cc1)C(=O)COC(=O)/C=C/c1ccc(OC(F)F)cc1,1.7,-2.4,2.4,3.6,100.5,0.0,96.6,103.2,3.1
CC(C)OCCCNC(=O)c1ccc2c(c1)NC(=O)c1ccccc1S2,·,-3.7,8.2,·,101.5,2.0,105.6,93.4,·
COCCn1c(C)cc(C2=NNC(=Nc3ccccc3F)SC2)c1C,8.7,0.7,-1.9,7.0,94.2,0.0,84.7,102.8,11.8
CCOc1ncccc1C(=O)OCC(=O)NCCc1ccccc1,1.9,-0.2,-1.4,-3.0,?,0.0,?,98.5,-1.0
CCOC(=O)/C(O)=C/c1ncc(C(F)(F)F)cc1Cl,0.0,0.6,-5.0,7.1,104.9,0.0,98.7,106.8,2.7
CCCc1cc(=O)n2nc(N3CCC(C(=O)Nc4c(F)c(F)c(F)c(F)c4F)CC3)sc2n1,4.8,-0.6,24.9,-2.8,100.6,0.0,104.9,109.2,7.2
Cn1c(N)c(C(=O)COC(=O)C2CCN(S(=O)(=O)c3cccs3)CC2)c(=O)n(C)c1=O,1.4,-1.5,-3.4,4.9,103.5,1.0,75.8,106.1,7.4
COc1ccc(CCNC(=O)CN2C(=O)C(=O)N(C3CCCC3)C2=O)cc1OC,-9.8,·,0.7,2.7,99.0,0.0,94.9,113.6,-4.4
O=C1N(c2ccccc2)C(c2ccc(Cl)cc2)N2CCCN12 (centres undefined),0.2,-2.1,18.7,4.2,98.5,3.0,99.0,100.5,4.9
O=C(Nc1scc(-c2ccc(F)cc2)c1C(=O)O)c1ccco1,7.3,-1.4,5.0,1.5,80.5,0.0,93.6,116.6,13.7
CCOC(=O)N1CCN(CC(=O)Nc2c(C(=O)OC)[nH]c3ccc(Cl)cc23)CC1,6.5,0.6,i,0.3,105.2,2.0,95.1,110.4,6.0
CCCN1CCN(S(=O)(=O)c2ccc(-n3cnnn3)cc2)CC1,0.6,1.5,-22.0,2.1,112.6,0.0,115.0,156.9,-3.5
Cc1ccc(C(=O)N2CCC3(CC2)Oc2ccc(Cl)cc2C(=O)C32CC(c3ccccc3)=NO2)s1 (centres undefined),2.1,2.3,0.1,1.0,99.7,1.0,104.4,97.2,-4.3
Cn1c(=O)c2c(ncn2CC(=O)Nc2cc(S(=O)(=O)N3CCCCC3)ccc2O)n(C)c1=O,·,·,-5.5,-1.3,104.4,0.0,103.0,99.1,·
CC(=O)Nc1nc(C)c(Oc2ccccc2)c(=O)[nH]1,4.4,-2.0,4.0,0.7,96.6,3.0,96.2,94.2,6.0
Cc1ccc(C(=O)CC(C(=O)O)n2cnc([N+](=O)[O-])n2)cc1 (centres undefined),6.5,-3.3,1.9,-2.0,102.9,0.0,81.6,98.5,7.6
O=C(CCN1CCCC1)Nc1cccc(Br)c1,7.5,0.7,24.3,2.9,110.3,1.0,109.6,106.6,10.7
O=C(/C=C/c1ccccc1)NCCCNC(=O)/C=C/c1ccccc1,1.9,-2.3,19.4,0.8,100.7,0.0,97.0,103.7,-2.3
Cn1c(=NC(=O)COc2ccccc2)sc2cccc(F)c21,2.5,-2.3,-14.3,-3.5,94.6,3.0,87.6,87.6,1.5
CCn1c2ccccc2c2nnc(SCC(=O)c3ccccc3)nc21,8.2,-1.6,-3.1,-3.2,96.7,0.0,92.9,100.0,7.5
CCOc1ccc(C(c2c(NC(=O)c3ccccc3)sc(C)c2C)N2CCN(CCO)CC2)cc1 (centres undefined),2.4,-1.9,16.5,5.8,108.8,0.0,102.4,92.3,4.6
CC(Oc1ccccc1)C(=O)N(CCC1=CCCCC1)c1c(N)n(Cc2ccccc2)c(=O)[nH]c1=O (centres undefined),-0.8,-3.5,-1.5,1.8,88.2,4.0,85.0,102.3,2.3
Clc1ccc(-n2ncc3c(NCc4cccnc4)ncnc32)cc1Cl,3.2,-0.3,5.1,-2.2,104.5,0.0,96.6,104.1,0.1
Cc1ccccc1-c1noc(-c2ccccc2C(=O)N2CCCC2)n1,10.4,0.8,-1.4,6.7,103.4,0.0,104.3,91.1,-3.4
CCN(CC)C1=CC2=CC(=C(C#N)C#N)CCC2CC1 (centres undefined),51.8*,?,-8.1,-172.8,123.5[may fluoresce green],0.0,310.0*[may fluoresce green],134.0,20.0
C=CCC1(Cl)C(=O)C(Cl)=C(N2CCN(C)CC2)C1(OC)OC (centres undefined),-2.3,1.3,-2.9,3.2,96.0,2.0,91.3,89.5,1.7
O=c1sc(N2CCN(c3ccc(F)cc3)CC2)nc2ccsc12,1.0,4.2,-8.7,2.4,98.5,2.0,104.8,89.7,-0.2
COc1ccc(CCC(C)Nc2ccc(F)c(F)c2)cc1 (centres undefined),2.5,0.6,3.1,0.7,101.7,0.0,95.2,102.9,6.4
Cc1ccc(C2C(C#N)=C(N)Oc3c2sc2ccccc32)o1 (centres undefined),10.0,5.9,-36.9,13.2,88.7,13.0,96.2,106.8,11.6
CCCN(CC(=O)Nc1ccccc1C)C(=O)c1ccc(NC2CC2)c([N+](=O)[O-])c1,-0.8,-3.0,-4.0,1.7,109.0,4.0,102.3,104.4,-1.9
COc1ccccc1N(C)S(=O)(=O)c1ccc(Cl)c(C(=O)NCCCN2CCOCC2)c1,2.3,0.7,0.0,2.7,93.8,8.0,85.0,88.8,4.7
O=C1/C(=C/C=C/c2ccco2)SC(=S)N1c1ccc(O)cc1,13.5,-0.7,7.2,-9.7,101.6,16.0,111.9,98.3,28.5
CC(C)(C)NC(=O)Cn1nnc(-c2ccc(S(C)(=O)=O)cc2)n1,-1.6,1.8,12.0,5.7,102.1,0.0,94.0,97.6,-0.1
CCOC(=O)C(NS(=O)(=O)c1ccccc1)(C(F)(F)F)P(=O)(OC(C)C)OC(C)C (centres undefined),5.4,-1.4,11.7,-2.2,105.4,0.0,111.7,101.0,4.7
CCOC(=O)c1[nH]c(CO)c(C(=O)OCC)c1C,4.3,-2.5,3.0,-1.4,99.9,0.0,95.0,97.7,1.1
O=[N+]([O-])c1ccc(/C=C/c2ccc3cccc([N+](=O)[O-])c3n2)cc1,6.5,2.8,2.1,-3.7,93.2,0.0,92.4,81.8,13.1
Cc1cccn2cc(COc3cccc([N+](=O)[O-])c3)nc12,-2.0,0.4,14.5,-0.7,94.8,3.0,100.1,93.5,4.5
O=C(NS(=O)(=O)NC1CCCCC1)C1=C(N2CCCC2)COC1=O,·,·,1.1,3.2,112.2,1.0,105.2,100.8,·
Cc1ccc(C)c(C2=NNC(=O)CC2)c1,3.3,0.4,10.3,6.9,107.9,3.0,91.0,85.9,2.7

# High-throughput results from PubChem BioAssay.
